N370S GC mod: inhibitors or activators of N370S glucocerebrosidase for Gaucher disease; N370S GC spleen homogenate, 4MU-glucoside fluorescence; 330,000 tested, 0.092% active; P04062; AID 2101; Potency, µM (series often up to 59.4 µM), without a hit: at the top dose activity change, negative = inhibition, hits mostly inhibitors;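 note: 0% = full enzyme activity and -100% = no enzyme basal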
FEN1 inhibitor: blocks human flap endonuclease 1; P39748; Recombinant FEN1 flap cleavage, fluorescence, 15 min; Potency, µM (series often up to 114 µM), inactives show top-dose activity change, negative = inhibition, hits mostly inhibitors; 390,000 tested, 0.35% active; AID 588795; note: nearly all actives have a fitted effect of over 65% in size
Target sequence (P39748 whole entry, looked up): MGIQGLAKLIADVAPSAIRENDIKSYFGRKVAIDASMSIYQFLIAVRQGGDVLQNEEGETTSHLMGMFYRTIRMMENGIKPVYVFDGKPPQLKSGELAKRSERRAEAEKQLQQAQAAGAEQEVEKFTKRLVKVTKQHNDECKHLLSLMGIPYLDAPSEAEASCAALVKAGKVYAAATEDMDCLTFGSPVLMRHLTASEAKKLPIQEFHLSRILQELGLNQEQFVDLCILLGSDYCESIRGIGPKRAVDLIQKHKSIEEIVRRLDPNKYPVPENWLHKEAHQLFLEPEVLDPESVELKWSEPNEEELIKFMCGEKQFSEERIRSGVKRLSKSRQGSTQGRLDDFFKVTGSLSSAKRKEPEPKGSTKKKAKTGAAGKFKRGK
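Compounds are tested as a concentration series against 10 nM FEN1; after a 15 min room-temperature preincubation, 50 nM substrate starts cleavage, with plate reads at 0 and 15 min. Normalized responses are fitted by a Hill equation.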
TDP1 inh: TDP1 (human) enzyme inhibition | recombinant TDP1, AlphaScreen DNA substrate cleavage | AID 485290 | Potency, µM (top dose mostly 130 µM), for inactives: at the top dose activity change, negative = inhibition, usual class: inhibitors | Q9NUW8 | 350,000 tested, 0.28% active; note: nearly all actives have a fitted effect of over 40% in size
Target sequence (Q9NUW8 whole entry, looked up): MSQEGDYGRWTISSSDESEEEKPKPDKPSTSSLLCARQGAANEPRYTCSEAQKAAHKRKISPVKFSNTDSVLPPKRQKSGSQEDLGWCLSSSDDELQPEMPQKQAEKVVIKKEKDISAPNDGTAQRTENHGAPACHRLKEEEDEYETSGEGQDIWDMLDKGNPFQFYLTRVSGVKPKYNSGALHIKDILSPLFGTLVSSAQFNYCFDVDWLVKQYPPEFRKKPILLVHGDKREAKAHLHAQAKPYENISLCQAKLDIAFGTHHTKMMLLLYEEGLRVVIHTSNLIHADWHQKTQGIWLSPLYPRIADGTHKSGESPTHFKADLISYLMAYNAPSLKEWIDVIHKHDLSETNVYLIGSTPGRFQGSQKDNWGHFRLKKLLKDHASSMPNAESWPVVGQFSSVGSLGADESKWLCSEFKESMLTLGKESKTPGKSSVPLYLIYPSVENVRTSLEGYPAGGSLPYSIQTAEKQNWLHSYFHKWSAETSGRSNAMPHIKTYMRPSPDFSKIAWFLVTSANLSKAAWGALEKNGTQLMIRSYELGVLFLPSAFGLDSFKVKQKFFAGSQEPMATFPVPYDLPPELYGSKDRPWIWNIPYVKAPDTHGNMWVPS
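Recombinant E. coli-expressed Tdp1 (1 nM) preincubated with compound 15 min at RT, then 5'-biotin/3'-phosphotyrosine-FITC DNA substrate (15 nM) added for 5 min. AlphaScreen beads (10 ug/ml) added, 10 min RT; tyrosine-FITC cleavage read as signal loss.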
* marks the source's active call; other numbers are inactive results; ? = inconclusive; nt = not tested or not shown; & = joins results of further samples; [ ] = remark or other dose. Calls come from the whole dose curve; as a rule, active = well fitted curve in the direction sought with a large enough effect; inconclusive = small, poorly fitted or top-dose-only effect, or another doubt; inactive = no such curve, though single readings can be large; an effect the other way counts as inactive or inconclusive. Unless noted, % is set by controls: 0 for no effect and ±100 for the full control effect; potency is the fitted concentration of half-maximal effect. Not a hit list; 0.53% or so of the library scored in one or more.

Below each compound – N370S GC mod | FEN1 inhibitor | TDP1 inh
> CCOC(=O)Cc1csc(SCC(=O)NC(C)C23CC4CC(CC(C4)C2)C3)n1 (stereo not given)
    5.5% | 7.9% | 5.5%
> Cn1c(SCC(=O)Nc2ccc3c(c2)OCCO3)nnc1-c1cccnc1
    4.8% | -3.5% | -0.1%
> Cc1c(C)n(C)c2ccc(C(=O)NCCCN3CCCCC3C)cc12 (stereo not given)
    13.9% | -9.3%&-4.7% | 4.7%&5.3%
> CS(=O)(=O)Nc1cccc(C2=NN(S(=O)(=O)c3ccccc3)C(c3ccco3)C2)c1 (stereo not given)
    -6.9% | 1.9% | 5.3%
> C=C(C)C(=O)OCCCCCC
    -7.3% | nt | 5.9%
> CCOc1ccc(S(=O)(=O)Nc2cccnc2)cc1
    6.8% | -6.5% | 2.1%
> COc1cccc(Cc2nc3ccccc3nc2SCC(=O)N2CCN(c3ccccc3)CC2)c1
    nt | 10.1% | 2.7%
> CN(Cc1ccncn1)C(=O)C1CCC(=O)N(Cc2cccc(C(F)(F)F)c2)C1 (stereo not given)
    -14.4% | 3.2% | 3.5%[56.1 µM]
> O=C(NC1CCCCC1)C(c1cccs1)N(Cc1cccs1)C(=O)c1cccs1 (stereo not given)
    28.8% | -23.2% | 0.0%
> CCOc1ccc(CNS(=O)(=O)c2ccc3c(c2)CC(=O)N3C)cc1
    ? | 4.1% | 1.7%
> Nc1c(N(Cc2ccco2)C(=O)c2ccccc2F)c(=O)[nH]c(=O)n1Cc1ccccc1
    -17.9% | -8.4% | 0.0%
> Cc1ccc(-c2onc(C)c2C)cc1S(=O)(=O)N1CCc2ccccc21
    nt | -3.1% | 0.0%
> Cc1ccccc1OCC(=O)OCC(=O)NCc1ccccc1Cl
    nt | 4.2% | -0.6%
> CCC1SC(CC)C(=O)N(CC(=O)NC2CCCCC2)C1=O (stereo not given)
    0.1% | -3.2% | -1.2%
> CN(C)c1ccnc2sc3c(=O)n(Cc4ccccc4)cnc3c12
    nt | -18.6% | 4.1%
> O=[N+]([O-])c1ccc(CS(=O)(=O)c2ccc(Cl)cc2)cc1
    -7.4% | -10.7% | nt
> O=C(/C=C/c1ccccc1)Nc1cc(-c2nc3ccccc3o2)ccc1Cl
    nt | -0.1% | 4.0%[12.3 µM]
> O=C(N[C@@H](Cc1ccccc1)C(=O)O)c1ccncc1
    4.4% | 6.6% | 5.1%
> CCOC(=O)c1c(C)oc2nc(C)nc(NCc3ccc(OC)cc3)c12
    nt | -8.7% | 2.1%
> CC(C)(C)c1cc(NCCCn2ccnc2)n2ncc(-c3ccccc3)c2n1
    -11.2% | -6.2% | 9.4%
> COc1ccccc1NC(=O)COC(=O)/C=C/c1cccs1
    nt | -19.0% | -2.3%
> N/N=C(/Cc1nc2ccccc2[nH]1)c1ccc([N+](=O)[O-])cc1
    -6.1% | 0.6% | 10.1%
> CC(O)(C#CCN1CCCCCC1)c1ccccc1 (stereo not given)
    -4.6% | -8.5% | 3.0%
> CC1CN(c2nc3ccccn3c(=O)c2C=O)CC(C)O1 (stereo not given)
    -0.4% | 4.2% | 0.0%
> Cc1ccn(-c2ccc([N+](=O)[O-])cc2)n1
    2.6% | 0.6% | 1.0%
> COc1cc(C(=O)Nc2nnc(S(=O)(=O)N(C)c3ccccc3)s2)cc(OC)c1OC
    nt | -0.3% | 5.2%
> Cc1ccnc(NC(=O)/C=C/c2ccccc2Cl)c1
    6.9% | 2.8% | 3.1%
> Cn1c(SCC(=O)Nc2ccc(Cl)cn2)nnc1C1CC1
    1.9% | -2.2% | 2.2%
> COCCn1c(CCC(=O)Nc2ccc(C)c(Cl)c2)nc2cccnc21
    nt | 16.1% | 7.6%
> Cc1ccc(C(=O)NC(=S)N2CCN(c3ccc([N+](=O)[O-])cc3)CC2)cc1
    3.7% | -1.9% | 6.7%
> O=C(NC12CC3CC(CC(C3)C1)C2)c1ccc([N+](=O)[O-])cc1
    -21.2% | -3.7% | nt
> O=S1(=O)CCOC[C@H](CC2CCCCC2)N1Cc1cccc(C(F)(F)F)c1
    ? | -18.8%&-18.5% | nt
> COc1ccc(CCNCC2C(Oc3ccc(Cl)cc3)C(=O)N2c2ccccc2C)cc1OC (stereo not given)
    -13.7% | -23.4% | 2.7%
> CC(C)OC(=O)CSc1nc2cccnc2n1C1CCCCC1
    6.0% | 4.0% | 6.8%
> CCC(Oc1ccccc1)C(=O)OCC(=O)N(CC)c1c(N)n(Cc2ccccc2)c(=O)[nH]c1=O (stereo not given)
    -7.9% | -3.2% | 5.1%
> COc1ccc(C(O)(C2CCCCC2)C(CN2CCOCC2)c2ccccc2)cc1 (stereo not given)
    -26.7% | 3.7% | nt
> O=C(Nc1cccc(C(F)(F)F)c1)c1ccc(F)c(S(=O)(=O)N2CCc3ccccc3C2)c1
    nt | -23.4% | 5.2%
> O=C(NCCc1ccncc1)Nc1ccccc1
    -0.2% | -1.4% | -4.9%
> FC(F)(F)c1nc(-c2ccccc2)ncc1-c1nnnn1-c1ccccc1
    7.3% | -21.0% | nt
> COc1ccc(S(=O)(=O)c2cn(CC(=O)Nc3ccccc3)c3ccc(Cl)cc3c2=O)cc1
    nt | -1.1% | 1.3%
> CC(C)C(=O)NC(=S)Nc1ccccn1
    2.6% | 7.0% | -11.5%
> COc1ccc(N(C)S(=O)(=O)c2cccc(C(=O)OCC(=O)NCc3ccccc3OC)c2)cc1
    23.9% | 6.2% | -1.2%
> O=C(CSc1nc2ccccc2c(=O)n1-c1ccccc1)NCC1CCCO1 (stereo not given)
    -3.2% | 4.2% | 4.4%
> Cc1c(/C=C2\NC(=O)NC2=O)c2ccccc2n1C
    -16.0% | 9.2% | nt
> CC1CCCC(C)N1C(=O)CSc1nnc(COc2cccc3cccnc23)o1 (stereo not given)
    10.4% | 5.0% | 2.8%
> Cc1cc(N2CCCCC2)nc2ccc(NC(=O)CCC(=O)NCCC(C)C)cc12
    19.0% | 2.8% | 0.5%
> COc1ccc(OC)c(C2NC(=O)N(C)C(C)=C2C(=O)OCc2ccccc2)c1 (stereo not given)
    2.5% | 2.4% | nt
> CCOC(=O)c1c(C2COc3ccccc3O2)csc1NC(=O)c1ccccc1 (stereo not given)
    14.0% | -14.0% | 2.0%
> CCCCNC(=O)c1cccc(-n2c(C)nc3cccnc32)c1
    nt | 0.0% | 5.6%
> Cc1ccc(Cl)cc1NC(=O)CN1C(=O)COc2ccc(S(=O)(=O)N3CCOCC3)cc21
    -3.8% | 23.5%&16.9% | 1.5%&0.0%
> CCC(C)NC(=O)c1ccc2nc(Cc3ccc(OC)cc3)oc2c1 (stereo not given)
    -1.6% | -3.1%&-10.1% | 1.8%
> O=C(O)CCNS(=O)(=O)c1ccccc1C(F)(F)F
    -0.3% | 4.2% | 1.6%
> Cc1ccc(-c2c[n+](CC(=O)c3ccc(Br)cc3)c3n2CCCCC3)cc1
    -18.0% | -4.9% | 7.4%
> COc1ccc(C(=O)NCc2nnc(SCC(=O)Nc3ccccc3OC)o2)cc1
    2.2% | -1.0% | 2.8%
> O=C1Nc2ccccc2OC1CC(=O)N1CCOCC1 (stereo not given)
    0.4% | 3.6% | 2.0%
> CCN(CCNC(=O)CN1CCN(Cc2ccc(Cl)cc2)C1=O)c1ccccc1
    nt | -18.4% | 5.6%
> CCC1CCCCN1C(=O)c1ccc(OC)c(OC2CCN(C(C)=O)CC2)c1 (stereo not given)
    -2.0% | 0.1% | 3.3%
> O=C(NCCN=C1NS(=O)(=O)c2ccccc21)c1ccccc1
    -7.9% | 1.0% | 5.7%
> CCOc1ccc(-c2cccc(NS(=O)(=O)c3ccccc3[N+](=O)[O-])c2)nn1
    -6.4% | -6.8% | 1.6%
> Cc1cccc(NC(=O)c2oc3ccccc3c2NC(=O)c2cc(=O)c3cc(Cl)ccc3o2)c1
    nt | 17.5% | 3.7%

Next part:
Below each compound – N370S GC mod | FEN1 inhibitor | TDP1 inh
> COc1ccc(CCNC2=C(Cl)C(=O)N(CCc3ccccc3)C2=O)cc1OC
    19.8% | -6.0% | 0.9%
> CCc1ccccc1NC(=O)CN(Cc1ccccc1)S(=O)(=O)c1ccc2nc(C)sc2c1
    nt | 3.7% | -0.6%
> Cc1nn(C(=O)c2cccc([N+](=O)[O-])c2)c(C)c1Sc1ccccc1
    4.8% | -3.4% | 5.1%
> O=[N+]([O-])c1ccccc1/C=N/n1c(C2CCCCC2)n[nH]c1=S
    nt | -3.8% | 1.9%
> Cc1n[nH]c(=O)nc1NCCc1ccccc1
    0.3% | 2.5% | 2.0%
> CNC(=S)N1CCN(c2ccc(Cl)c(Cl)c2)CC1
    4.0% | 6.9% | 5.5%
> O=C1CSC(c2ccccn2)N1c1ccccc1F (stereo not given)
    -5.2% | 0.1% | 3.4%
> CCCN(Cc1ccccc1)C(=S)Nc1ccc(OCC)cc1
    1.2% | 0.2% | 7.1%
> O=C(NCCCN1CCOCC1)c1cnccn1
    -3.3% | 1.0% | 1.3%
> Cn1c(NC(=O)/C=C/c2ccco2)cc(=O)n(C)c1=O
    -12.6% | -5.9% | nt
> COc1ccc(CCNC(=O)C(=O)c2cn(CC(=O)N3CCOCC3)c3ccccc23)cc1OC
    -16.9% | -4.3% | 5.5%
> CCCn1c(N)c(N2CCCCC2)c(=O)n(CC(=O)Nc2ccccc2C)c1=O
    -22.7% | -3.2% | 5.3%
> Cc1ccc(NC(=O)Cc2coc3c(C)c(C)ccc23)c(C)c1
    nt | -2.3% | 3.7%
> CCCOc1ccc(C2C(=O)N(C3CCCCC3)CC(=O)N2CCc2ccccc2)cc1OC (stereo not given)
    nt | -1.0% | 7.8%
> Nc1cc(=O)nc(SCC(=O)N2CCN(c3ccccc3)CC2)n1-c1ccccc1
    -4.2% | 2.9% | 5.2%
> COc1cc(C(=O)OCC(=O)Nc2ccc(S(=O)(=O)N3CCCC3)cc2)cc(OC)c1OC
    nt | 1.8% | -0.6%
> O=C(COc1ccccc1Cl)NCCC1=CCCCC1
    ? | -1.7% | -0.6%
> CN(C)C(CNC(=O)c1ccc(NS(=O)(=O)c2ccc(F)c(F)c2)cc1)c1ccccc1 (stereo not given)
    -11.6% | -0.5% | nt
> O=C(c1ccc(F)cc1)C1CCN(C(=O)NCc2ccccc2)CC1
    -4.6% | -5.9% | 2.0%
> Nc1nc2n(n1)C1(CCCCC1)C1=C(CCCC1)N2
    0.4% | nt | -4.2%

6 entries drawn at random from the list so far, as already listed:
Below each compound – N370S GC mod | FEN1 inhibitor | TDP1 inh
> Cc1nn(C(=O)c2cccc([N+](=O)[O-])c2)c(C)c1Sc1ccccc1
    4.8% | -3.4% | 5.1%
> COc1cc(C(=O)OCC(=O)Nc2ccc(S(=O)(=O)N3CCCC3)cc2)cc(OC)c1OC
    nt | 1.8% | -0.6%
> Cc1ccc(NC(=O)Cc2coc3c(C)c(C)ccc23)c(C)c1
    nt | -2.3% | 3.7%
> COc1ccc(CCNC2=C(Cl)C(=O)N(CCc3ccccc3)C2=O)cc1OC
    19.8% | -6.0% | 0.9%
> CCc1ccccc1NC(=O)CN(Cc1ccccc1)S(=O)(=O)c1ccc2nc(C)sc2c1
    nt | 3.7% | -0.6%
> Nc1cc(=O)nc(SCC(=O)N2CCN(c3ccccc3)CC2)n1-c1ccccc1
    -4.2% | 2.9% | 5.2%

More entries:
Below each compound – N370S GC mod | FEN1 inhibitor | TDP1 inh
> CCCS(=O)(=O)N1CCCC(C(=O)NCCc2cccc(C)c2)C1 (stereo not given)
    -3.7% | 0.3% | nt
> COc1ccc(Br)cc1C1NC(=O)c2c(sc3c2CCN(C)C3)N1 (stereo not given)
    -7.0% | -5.0% | -2.1%
> CN1CCC(N(C)C(=O)c2sc3cc(F)ccc3c2Cl)CC1
    -4.5% | 7.9% | 2.6%
> CCOc1ccccc1NC(=O)CCN1CCN(S(=O)(=O)c2ccc(Br)cc2)CC1
    18.5% | 4.8% | 3.4%
> CN(Cc1ccco1)c1ncnc2ccc(-c3cccc(C#N)c3)cc12
    -7.9% | nt | -9.9%
> COC(=O)c1sc2cccc(F)c2c1S(=O)(=O)N1CCN(c2ccccc2OC)CC1
    nt | 4.7% | 8.4%
> COc1cc(/C=N/c2oc(-c3ccccc3)cc2C#N)ccc1O
    -5.2% | 0.0% | 0.0%
> O=C(COC(=O)/C=C/C(=O)OCC(=O)NC12CC3CC(CC(C3)C1)C2)NC12CC3CC(CC(C3)C1)C2
    -0.5% | 4.1% | -2.7%
> COc1ccccc1C(C)NC(=O)c1ccc(S(=O)(=O)NCc2ccco2)cc1 (stereo not given)
    nt | -0.8% | 0.0%
> Cc1c(Cl)cccc1NC(=O)CCCn1nc(C)c2sc3ccccc3c2c1=O
    nt | -5.0% | 5.7%

Screens from PubChem.
